High-throughput results: PubChem BioAssay, National Center for Advancing Translational Sciences (NCATS)
aSyn yeast rescue – rescues yeast growth from alpha-synuclein toxicity | S. cerevisiae alpha-synuclein toxicity rescue, BacTiter-Glo growth, 24 h | Potency, µM (top dose mostly 46.1 µM), for inactives: at the top dose growth rescue (activation), actives largely listed as activators | 94,000 compounds, 0.02% hits | AID 1347070; active = well fitted activation curve with a large enough effect; also: 0% is about no effect
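Growth restoration measured by BacTiter-Glo luminescence after 24 hr at 30 deg C; alpha-synuclein yeast, raffinose-pregrown to mid-log, were added at OD600=0.02 in galactose medium onto pinned compounds.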
* = called active by the depositor. Potency is read from the fitted curve at half-maximal effect. These rows are one share of the data, so the mix of outcomes need not match the whole.

Start of the listing, in advance:
molecule	aSyn yeast rescue
CCOc1ccc(-c2cccc(NS(=O)(=O)c3ccc(C)s3)c2)nn1	-11%
CCOC(=O)c1ccc(N2CCN(C(=O)c3ccccc3)CC2)c(NC(=O)c2ccco2)c1	4%
CCOc1ccc(-c2cc3c(=O)n(CC(=O)NCc4ccccc4)ccn3n2)cc1	5%
COc1cccc(CNC(=O)c2cc3n(n2)CCCN(Cc2ccc(C)cc2)C3=O)c1OC	7%

All compounds of this part, previewed entries included:
molecule	aSyn yeast rescue
CCOc1ccc(-c2cccc(NS(=O)(=O)c3ccc(C)s3)c2)nn1	-11%
CCOC(=O)c1ccc(N2CCN(C(=O)c3ccccc3)CC2)c(NC(=O)c2ccco2)c1	4%
CCOc1ccc(-c2cc3c(=O)n(CC(=O)NCc4ccccc4)ccn3n2)cc1	5%
COc1cccc(CNC(=O)c2cc3n(n2)CCCN(Cc2ccc(C)cc2)C3=O)c1OC	7%
COc1ccc(CC(=O)NCCc2csc(-c3ccc(C(F)(F)F)cc3)n2)cc1	-7%
Cn1c(=O)c2sccc2n2c(CCCC(=O)Nc3ccc(Cl)cc3)nnc12	-1%
N=C1SCC(=O)N1c1ncc(Cc2cccc(Cl)c2)s1	13%
Cc1cccc(NC(=S)NCCc2ccccc2)n1	-5%
CC(C)c1ccc(NC(=O)c2cc(S(=O)(=O)N3CCCCC3)cn2C)cc1	-3%
CCc1ccc(NC(=O)c2sc(-n3nc(C)c(Cc4ccc(OC)cc4)c3C)nc2C)cc1	-5%
COc1ccccc1N(Cc1cc(=O)[nH]c2ccccc12)C(=O)c1ccc([N+](=O)[O-])cc1	3%
COc1cc(C(=O)NCC(=O)N/N=C(/C)c2ccc3c(c2)CCCC3)cc(OC)c1OC	-7%
CCOC(=O)c1c(S(=O)(=O)N2CCCC(C(=O)Nc3cccc(CC)c3)C2)c(C)n(CC)c1C (stereo not given)	-10%
N#CCCN(C(=O)CSc1nc2nc(-c3cccs3)cc(C(F)(F)F)c2c(=O)[nH]1)c1ccccc1	-9%
CC(C)N(C(=O)CSc1n[nH]c(=O)n1CCc1ccccc1)C(C)C	0%
COc1ccc(NS(=O)(=O)c2ccc(C)c(C(=O)N(C)Cc3ccc(C)cc3)c2)cc1	1%
O=C(CN(c1cc(C(F)(F)F)ccc1Cl)S(=O)(=O)c1ccccc1)NCCc1ccccc1	4%
COc1cc(NC(=O)c2cc(C(C)C)on2)cc(OC)c1OC	-4%
O=C(Nc1cccc(C(=O)OCc2cc(=O)n3ccsc3n2)c1)c1ccc(F)cc1	-6%
O=C(/C=C/c1ccco1)NC1CCCC1	4%
CCOc1ccc(OCC)c(NC(=O)CCSCCc2ccccn2)c1	-7%
CN1C(=O)Cc2cc(S(=O)(=O)N3CCN(c4ccccc4F)CC3)ccc21	6%
COc1ccccc1N1CCN(C(=O)C2CCCN(S(=O)(=O)c3ccc4c(c3)CCCN4C(C)=O)C2)CC1 (stereo not given)	2%
CC(C)(C)C(=O)Nc1cc(-c2cccc(Br)c2)nn1-c1ccccc1	-10%
COc1cccc(CNC(=O)c2cccc(N3CCCS3(=O)=O)c2)c1	-2%

Quoted at random: 6 compounds from above
molecule	aSyn yeast rescue
CCOc1ccc(-c2cccc(NS(=O)(=O)c3ccc(C)s3)c2)nn1	-11%
COc1ccccc1N(Cc1cc(=O)[nH]c2ccccc12)C(=O)c1ccc([N+](=O)[O-])cc1	3%
COc1ccc(NS(=O)(=O)c2ccc(C)c(C(=O)N(C)Cc3ccc(C)cc3)c2)cc1	1%
CCc1ccc(NC(=O)c2sc(-n3nc(C)c(Cc4ccc(OC)cc4)c3C)nc2C)cc1	-5%
COc1ccccc1N1CCN(C(=O)C2CCCN(S(=O)(=O)c3ccc4c(c3)CCCN4C(C)=O)C2)CC1 (stereo not given)	2%
COc1cc(C(=O)NCC(=O)N/N=C(/C)c2ccc3c(c2)CCCC3)cc(OC)c1OC	-7%

Going on with the list:
molecule	aSyn yeast rescue
CCOC(=O)c1c(NC(=O)Cc2coc3cc(C)cc(C)c23)sc2c1CCC2	5%
CC(=O)c1ccc(NC(=O)c2cc(C)nc3c2c(C)nn3-c2ccc(C)cc2)cc1	-6%
CCn1nnnc1-c1ccc(OC)c(S(=O)(=O)Nc2ccccc2OC)c1	-7%
O=S(=O)(c1ccccc1)C1CON(Cc2ccccc2)C1c1ccccc1 (stereo not given)	-4%
O=C1CCCN1CCCNS(=O)(=O)c1ccc(F)cc1F	2%
N#Cc1ccc2nc3c(nc2c1)CCCC3	13%
COc1ccc(OCCC(=O)N2CCOCC2)cc1	5%
COc1ccccc1-c1nc(C(=O)NCC2CCCO2)cc2c1[nH]c1ccccc12 (stereo not given)	0%
O=C(O)COc1ccc(/C=N/O)cc1Br	1%
C[C@@H]1CN([C@H](C)CO)C(=O)CCCn2nncc2CO[C@H]1CN(C)Cc1ccncc1	7%
NC(=O)C[n+]1cccc(CNC(=O)c2ccc(OC(F)F)cc2)c1	12%
COC(=O)c1cccnc1-n1c(=O)c2cccnc2n(CC(=O)Nc2ccc(Br)cc2)c1=O	9%
Cc1nn(CCCC(=O)NCc2ccc(OC(C)C)cc2)c(=O)c2c1sc1ccccc12	-6%
Cc1cc(C)c(NC(=O)c2ccc3nc(C(C)C)oc3c2)c(C)c1	-4%
CCN(CC)Cc1c(C(=O)N2CCc3ccccc3C2)nc2ccc(Cl)cn12	-10%
N#CCCN(Cc1cccnc1)C(=S)NC1CC2C=CC1C2 (stereo not given)	5%
Cc1noc(C)c1COc1ccc(C(=O)NNC(=O)c2ccccc2O)cc1	2%
COc1ccc(NC(=O)CN(C)S(=O)(=O)c2ccc3c(c2)c(=O)n(C)c(=O)n3C)cc1	-8%
CCn1c(CNC(=O)C23CC4CC(CC(C4)C2)C3)nnc1SCC(=O)Nc1ccccc1	2%
Cn1c(CNC(=O)c2ccco2)nnc1SCC(=O)c1ccc(Br)cc1	-11%
Cn1nc(-c2ccccc2F)c2cc(C(=O)NCCc3ccc(Cl)cc3)sc21	10%
CN(C)C(/C=C/Nc1ccc(O)cc1)=C(C#N)C#N	5%
O=C(CSc1nc2c([nH]c3ccccc32)c(=O)n1-c1ccc(F)cc1)NCC1CCCO1 (stereo not given)	-5%
Cc1coc2cc3oc(=O)c(CC(=O)N4CCCCC4)c(C)c3cc12	1%
O=C(NCc1ccc(Cl)cc1)C1CCN(S(=O)(=O)c2ccc(F)cc2)CC1	24%
CCOCCCn1c(=N)c(C(=O)NCc2cccnc2)cc2c(=O)n3cc(C)ccc3nc21	0%
CC1=NN(c2ccc(Cl)cc2)C(=O)C1	-17%
Cc1ccc(S(=O)(=O)Nc2ccc(O)c3cccnc23)cc1	-14%
CCCn1c(N)cc(=O)n(C)c1=O	-7%
CC(C)Oc1ccc(S(=O)(=O)N2CCOCC2)cc1NC(=O)CSC(=S)N1CCCC1	4%
Cc1ccc(-c2cc(C(=O)NCc3cnn(C)c3C)c3ccccc3n2)cc1C	2%
COc1ccc(Br)c(C(=O)Nc2cc3c(cc2N2CCCCC2)n(C)c(=O)c(=O)n3C)c1	-3%
O=C(CN1C(=O)CCc2cc(S(=O)(=O)N3CCCCC3)ccc21)NCc1ccc(Cl)cc1	-11%
CCSc1nnc2c(n1)OC(c1ccc(OCC(=O)O)cc1)Nc1ccccc1-2 (stereo not given)	-10%
CCc1nn(CC(=O)NCC(C)c2ccccc2)c(=O)c2cc3occc3n12 (stereo not given)	-6%
COc1cc(NC(=O)c2cc(-c3cccc(OC)c3)n[nH]2)cc(OC)c1	-12%
CCN(CCCNC(=O)c1cc2cc3cc(OC)ccc3nc2s1)c1ccccc1	-4%
COc1ccc(Cl)cc1NC(=O)c1ncn(-c2ccccc2)n1	-13%
Cc1cc(S(=O)(=O)Nc2nc(CN3CCOCC3)nc3sc4c(c23)CCC4)cc(C)c1C	-3%
Cc1nc2ccccc2c(=O)n1-c1ccc(NC(=O)c2ccccc2[N+](=O)[O-])cc1	-1%
O=c1cc(-c2ccccc2)oc2ccc(O)cc12	7%
CCOc1ccc(NC(=O)CSc2ccc(-c3sc(-c4ccccc4)nc3C)nn2)cc1	-1%
Cc1ccc(S(=O)(=O)N2CCN(C(=O)CCc3nc4ccccc4c(=O)[nH]3)CC2)c(C)c1	7%
Fc1ccc(Cc2cn3cc(-c4ccc(Cl)cc4)nc3s2)cc1	4%
Cc1c(CNC2CCCCC2)c(C(=O)O)c(C)n1Cc1ccccc1F	1%
Cc1cccc(N2CC(C(=O)Nc3ccc(S(=O)(=O)N4CCOCC4)cc3)CC2=O)c1C (stereo not given)	2%
Cc1cnc(N)nc1-c1ccccc1	12%
O=C(NCc1ccc(F)cc1)C1CCCN(C(=O)Nc2ccc(F)cc2)C1 (stereo not given)	1%
N#C/C(=C\C=C\c1ccccc1)c1nc(-c2ccc(Cl)cc2)cs1	3%
Cc1cccc(C(C)C)c1NC(=O)C1CCCN1S(=O)(=O)c1cccc2nsnc12 (stereo not given)	0%

Going on with the list:
molecule	aSyn yeast rescue
COc1ccccc1NC(=O)c1ccc2oc(=O)c(S(=O)(=O)c3ccccc3)cc2c1	4%
Cc1cccc(Cn2c(CN3CCC(C(=O)NCc4cccnc4)CC3)cc3ccccc32)c1	0%
N#Cc1ccc(CN2CCN(C(=O)CC(NC(=O)c3ccccc3)c3ccccc3)CC2)cc1 (stereo not given)	-3%
Cc1ccc(C(=O)c2cn(Cc3cc(C)ccc3C)c3nc(C)ccc3c2=O)cc1	10%
O=C(O)c1ccc(-n2c(-c3cc(C4CC4)[nH]n3)n[nH]c2=S)cc1	3%
Cc1ccc(-n2nc(CO)c(C(=O)NC(C)c3ccccc3)n2)cc1C (stereo not given)	9%
CCOc1ccccc1N(CC)C(=O)c1noc2c1COc1ccc(C)cc1-2	4%
O=C(O)c1ccc(S(=O)(=O)c2ccc3c(c2)C(=O)N(NC(=O)c2ccncc2)C3=O)cc1	-5%
CSc1ccc(/C=N/Nc2nc(C)cc(=O)[nH]2)cc1	5%
CCCN(CCC)CCCNC(=O)c1nn(C)c2c1CS(=O)(=O)c1ccccc1-2	-5%
COC(=O)CN1C(=S)N(c2ccc(F)cc2)C(=O)C1CC(=O)Nc1ccc(F)cc1 (stereo not given)	6%
CCOC(=O)N1CCc2c(sc(N)c2C#N)C1	-1%
CSc1ccc(C2=C/C(=C3/SC(=S)NC3=O)c3ccccc3O2)cc1	-8%
Cc1ccc(C)c(Cn2c(SCC(=O)N(C)Cc3ccccc3)nc3ccccc32)c1	7%
COc1ccc(-n2c(SCC(=O)N3CCc4ccccc43)nnc2-c2c[nH]c3ccccc23)cc1	6%
COc1ccc(Nc2cc(C)c3cc(NC(=O)Cc4ccc(Cl)cc4)ccc3n2)cc1	-24%
OC(CNCc1ccc(Cl)cc1)(c1ccccc1)c1ccc(F)cc1 (stereo not given)	6%
C[C@@H]1CCCCO[C@@H](CN(C)Cc2ccc3c(c2)OCO3)[C@@H](C)CN([C@H](C)CO)C(=O)c2cc(NS(=O)(=O)c3ccccc3)ccc2O1	-3%
CC1CCCCN1CC(=O)Nc1ccc(N2CCCCCC2)cc1 (stereo not given)	8%
COc1ccc(/C=C2/SC(=S)N(CCCC(=O)Nc3ccccc3C(=O)O)C2=O)cc1	13%
CCn1c(=O)c(C(=O)NNC(=O)c2ccccc2Br)c(O)c2ccccc21	0%
O=C(NC1CCN(S(=O)(=O)c2cccc(Cl)c2)CC1)C1CCCCC1	9%
C/C=C/n1ccnc1CC(O)(c1ccccc1)c1ccc(C)cc1 (stereo not given)	2%
CCOc1ccc(OCC(=O)OC(C)C(=O)Nc2ccc(Cl)cn2)cc1 (stereo not given)	0%
CCN(CCCNC(=O)c1ccc(Sc2ccc(Cl)cc2)c(NC(C)=O)c1)c1ccccc1	4%
O=C(CCn1c(=O)c2ccccc2n(CC(=O)Nc2ccc(F)cc2)c1=O)NCCc1ccccc1	1%
CC(C)c1nc2sc3c(=O)[nH]cnc3c2c2c1CCCC2	-6%
CC(C)OCCCn1c(SCc2ccccc2Cl)nc2c(sc3ccccc32)c1=O	0%
O=C(Nc1ccc(Br)cc1)c1csc(-c2ccncc2)n1	-11%
COc1ccc(CNC(=O)C2CCN(S(=O)(=O)c3ccc4c(ccn4C)c3)CC2)cc1	3%
COCCCNC(=O)c1ccc(NC(=O)N2CCCCc3ccccc32)cc1	7%
Cc1ccc(CN2CC(C(=O)NCC(=O)Nc3c(C)cccc3C)CC2=O)cc1 (stereo not given)	1%
O=C(CNS(=O)(=O)Cc1ccccc1)NCc1ccccc1	-10%
Cc1ccc(Cn2cc(SCC(=O)Nc3nccs3)c3ccccc32)cc1	-5%
CSc1ccc(CCNC(=O)CN2C(=O)COc3ccc(S(=O)(=O)N4CCCC4)cc32)cc1	6%
O=C1COc2cc(S(=O)(=O)CCC(=O)NC3CCCCC3)c(Cl)cc2N1	-2%
CCN(CC)CCCNC(=O)CCCn1ncn2c(cc3occc32)c1=O	-6%
N=C1CCCN1CC(=O)c1cccs1	5%
Cc1c(NC(=O)COC(=O)c2ccccc2O)c(=O)n(-c2ccccc2)n1C	-5%
CN(CC(=O)Nc1cccc(C#N)c1)S(=O)(=O)c1cc2c(cc1Cl)NC(=O)CO2	5%
